NSD2 inh: blocks human histone methyltransferase NSD2; O96028; NSD2 peptide methylation, AlphaScreen, 120 min; inhibition, % at 12.5 µM; 310,000 tested, 0.54% active; AID 743445; in the data active means inhibition above about 50%
dFosB act: enhances mouse delta FosB homodimer DNA binding; purified delta FosB, TAMRA-CDK5 oligo fluorescence polarization; percent of positive-control signal above neutral wells; activation, % at 25 µM; 340,000 tested, 0.99% active; AID 493131;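 active means mean activation above about 17%, with every replicate also reaching it, limit read from the data, passing the limit was not always enough; inconclusive means only one of the two conditions met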;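 further: fluorescence polarization rise as delta FosB binds a TAMRA Cdk5 AP-1 oligo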
MITF act: MITF TRPM1 promoter activation in melanoma cells; 300,000 tested, 0.75% active; SK-MEL-5 TRPM1-promoter luciferase, 24 h; % of positive control, neutral wells = 0; activation, % at 12.5 µM;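 active means mean activation of at least 80% with every replicate also reaching 80%; inconclusive means mean reaches 80% but some replicate falls short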;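 further: 0% = neutral control wells and 100% = parthenolide positive control wells; values of inactives mirror those of a sister screen read the other way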
PvdQ inh: blocks Pseudomonas aeruginosa PvdQ acylase activity | purified PvdQ acylase, fluorescence plate reader | inhibition, % at 10 µM | 340,000 tested, 0.063% active | AID 488965; in the data active means inhibition above about 30%, passing the limit was not always enough; inconclusive means no clear call, values can overlap the other calls;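 further: 0% = vehicle neutral wells and 100% = reference inhibitor wells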
SR-BI HDL uptake: inhibitors of mouse SR-BI mediated HDL lipid uptake | AID 488896 | ldlA[mSR-BI] CHO cells, DiI-HDL uptake fluorescence, 3 h | inhibition, % at 12.5 µM | 320,000 tested, 0.96% active;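 active means mean replicate inhibition of at least 70% and a set share of replicates each scoring 70 or more; inconclusive means meets just one of the two criteria; inactive means fails both criteria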;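 further: 0% = median of neutral control wells and 100% = median of positive control wells; values of inactives mirror those of a sister screen read the other way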
Target sequence (Q61009 whole entry, looked up): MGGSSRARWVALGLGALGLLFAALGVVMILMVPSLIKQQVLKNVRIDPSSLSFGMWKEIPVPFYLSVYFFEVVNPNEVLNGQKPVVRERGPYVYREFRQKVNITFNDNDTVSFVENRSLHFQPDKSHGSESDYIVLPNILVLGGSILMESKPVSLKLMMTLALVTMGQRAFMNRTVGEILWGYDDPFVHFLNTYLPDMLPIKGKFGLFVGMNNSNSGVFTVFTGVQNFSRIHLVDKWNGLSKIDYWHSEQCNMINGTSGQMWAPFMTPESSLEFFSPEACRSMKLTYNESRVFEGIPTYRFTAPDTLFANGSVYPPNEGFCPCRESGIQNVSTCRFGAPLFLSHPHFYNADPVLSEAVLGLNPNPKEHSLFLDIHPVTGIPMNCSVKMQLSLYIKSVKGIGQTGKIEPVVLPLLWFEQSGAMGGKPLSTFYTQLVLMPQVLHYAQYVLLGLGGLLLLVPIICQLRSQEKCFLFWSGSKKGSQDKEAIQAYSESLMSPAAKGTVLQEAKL
SR-BI uptake up: activators of SR-BI mediated HDL lipid uptake | CHO ldlA[mSR-BI] cells, DiI-HDL uptake fluorescence, 3 h; 100 = double the neutral-control signal | AID 504775 | 320,000 tested, 0.096% active | activation, % at 12.5 µM;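 active means mean replicate activation of at least 60% and every replicate at or above 60%; inconclusive means mean or all-replicate condition met, but not both; inactive means mean below 60% and not all replicates reaching 60%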;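 further: 0% = median plate neutral-control signal and 100% = twice that signal; values of inactives mirror those of a sister screen read the other way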
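Assay system: CHO ldlA[mSR-BI] cells, LDL receptor-null, SR-BI overexpressing; medium: Ham's F12 with 0.5% BSA, HEPES 25 mM, pH 7.4; also added: DiI-HDL 10 µg/mL; timing: 3 h uptake period with compound, 37 °C; signal: DiI fluorescence, bottom read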
CAL PDZ FP-1: inhibitors of human CAL PDZ peptide binding; 330,000 tested, 0.02% active; Q9HD26; purified CAL PDZ, TMR-peptide fluorescence polarization, 1 h; inhibition, % at 20 µM; AID 504414;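 active means highest replicate inhibition of at least 40%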;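 further: plate controls were DMSO neutral control wells for no effect and unlabeled competitor peptide control wells for full effect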
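material = purified tagged CAL PDZ domain construct (CerCALP) | compound dosing = 20 µM, one dose | times = 1 h at RT | measured by = fluorescence polarization from S- and P-plane intensities, G-factor corrected | read-out = inhibition from polarization loss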
PfHsp90 yeast 2: inhibits growth of yeast expressing Plasmodium falciparum Hsp90; S. cerevisiae expressing PfHsp90, BacTiter-Glo ATP, 48 h; yeast lacking PDR1 and PDR3 efflux regulators; 310,000 tested, 0.32% active; inhibition, % at 9.4 µM;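 active means every replicate shows inhibition above about 80%, whatever the replicate mean, limit read from the data; inconclusive means mean inhibition reaches the set limit but some replicate falls short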;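 further: 0% = DMSO neutral controls and 100% = 20 µM radicicol positive controls; yeast relying on Plasmodium falciparum Hsp90 in place of its own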
CAL PDZ FP-2: CAL PDZ (human) peptide binding inhibition; 300,000 tested, 0.92% active; AID 602252; purified CAL PDZ, TMR-peptide fluorescence polarization, 1 h; inhibition, % at 24.9 µM;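 active means mean inhibition of at least 30% with at least half of replicates also reaching 30%; inconclusive means no clear call, values can overlap the other calls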;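 further: 0% = DMSO neutral control and 100% = excess unlabeled competitor peptide PRC23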
Rtt109 Vps75: blocks Candida albicans Rtt109/Vps75 acetyltransferase activity | Q5AAJ8 | purified Rtt109/Vps75, ThioGlo CoA-SH fluorescence, 4 h | inhibition, % at 34.9 µM | 330,000 tested, 0.16% active | AID 540336;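 active means inhibition of at least 50% in every replicate; inconclusive means best replicate reaches 50% inhibition but some replicates fall short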
Target sequence (Q5AAJ8 whole entry, looked up): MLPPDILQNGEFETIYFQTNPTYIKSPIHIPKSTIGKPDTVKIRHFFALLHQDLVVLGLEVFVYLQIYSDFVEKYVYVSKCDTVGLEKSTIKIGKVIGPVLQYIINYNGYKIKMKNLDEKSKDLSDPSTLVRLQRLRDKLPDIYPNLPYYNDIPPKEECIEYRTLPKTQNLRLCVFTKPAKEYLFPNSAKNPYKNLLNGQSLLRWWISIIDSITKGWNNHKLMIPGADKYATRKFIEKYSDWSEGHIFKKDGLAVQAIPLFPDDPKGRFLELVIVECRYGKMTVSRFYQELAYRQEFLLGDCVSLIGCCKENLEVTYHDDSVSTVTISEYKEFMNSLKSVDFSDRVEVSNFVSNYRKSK
Numbers without * were called inactive; ? = inconclusive; nt = not tested or not shown. Not a hit list; 4.3% or so of the library scored in one or more.

A first look:
SMILES	NSD2 inh	dFosB act	MITF act	PvdQ inh	SR-BI HDL uptake	SR-BI uptake up	CAL PDZ FP-1	PfHsp90 yeast 2	CAL PDZ FP-2	Rtt109 Vps75
COc1ccc(S(=O)(=O)N2CCCc3ccccc32)cc1[N+](=O)[O-]	1	1	-36	-9	1	-1	0.0	16	-5	-1
CCN(CC)S(=O)(=O)c1ccc(/C=C/C(=O)OCC#N)cc1	-3	-11	10	-11	-10	10	-0.6	11	-2	-9

Main list, from the start:
SMILES	NSD2 inh	dFosB act	MITF act	PvdQ inh	SR-BI HDL uptake	SR-BI uptake up	CAL PDZ FP-1	PfHsp90 yeast 2	CAL PDZ FP-2	Rtt109 Vps75
COc1ccc(S(=O)(=O)N2CCCc3ccccc32)cc1[N+](=O)[O-]	1	1	-36	-9	1	-1	0.0	16	-5	-1
CCN(CC)S(=O)(=O)c1ccc(/C=C/C(=O)OCC#N)cc1	-3	-11	10	-11	-10	10	-0.6	11	-2	-9
O=C(NC1CCCCCC1)c1cccnc1Sc1ccccc1	0	-10	0	-6	2	-2	-0.6	3	-7	1
Cc1ccc(S(=O)(=O)N2CCOCC2)c(C)c1NS(C)(=O)=O	-1	-10	0	-17	-17	17	-0.7	5	-5	7
C=CCn1c(C)csc1=Nc1ccccc1C	10	-4	38	4	-7	7	0.5	2	nt	-6
CC(=O)c1cccc(CN2CCN(Cc3ccccc3)C(CCO)C2)c1 (configuration not stated)	3	1	-5	-7	-15	15	-1.7	-7	-3	-1
COc1ccc(CNC(=O)C2CC(O)CN2C(=O)Nc2ccccc2)cc1 (configuration not stated)	0	0	-4	6	3	-3	0.6	-8	nt	-1
S=c1[nH]nc(-c2ccco2)n1Cc1ccccc1	9	1	8	0	-19	19	-0.4	-3	0	0
S=C1SCN(Cc2cccnc2)CN1Cc1cccnc1	-2	-1	nt	-16	-15	15	-0.5	85*	-5	-14
CCC1CCCCN1CC(=O)Nc1ccc2c(c1)OCCO2 (configuration not stated)	0	1	33	-2	-7	7	0.3	27	-6	-11
Cc1ccc(C2CC(c3cccs3)=NN2S(=O)(=O)c2ccc(C)cc2)cc1 (configuration not stated)	-2	-3	-4	-13	14	-14	-2.5	-82	-4	0
Cc1csc(/N=C/c2ccc([N+](=O)[O-])cc2)n1	1	-11	-19	-11	-48	48	-0.5	16	-1	2
COc1ccc(CNC(=O)COc2ccc(C(=O)c3ccc(F)cc3)cc2)cc1	0	3	-3	-4	1	-1	-0.4	-13	0	1
CCOC(=O)C1CCCN(c2c(NCC3CCCO3)c(=O)c2=O)C1 (configuration not stated)	nt	-1	-1	12	7	-7	-1.4	2	nt	11
Nc1ccc(S(=O)(=O)NC2(C(F)(F)F)NC(=O)N(c3ccccc3F)C2=O)cc1 (configuration not stated)	2	-5	9	-14	nt	nt	-3.6	3	-2	-1
Cc1ccc(-c2cc(C(=O)N/N=C/c3cccnc3)n[nH]2)o1	0	12	-12	-7	-19	19	-5.1	5	-14	5
O=C(Nc1ccc(F)cc1F)NC1CCN(Cc2c(F)cccc2Cl)CC1	-2	-7	-7	-12	39	-39	-1.5	8	0	17
CCCCOc1ccc([N+](=O)[O-])cc1C(=O)O	nt	-6	-3	13	-20	20	0.9	3	-2	19
Cc1cc(O)cc(C)c1NS(=O)(=O)c1ccc2ccccc2c1	5	-2	-5	3	15	-15	-1.8	4	3	8
COCCNC(=O)c1ccc(N(C)S(=O)(=O)c2ccc(OC)c(OC)c2)cc1	-2	-4	-5	-5	2	-2	-1.0	0	2	-1
COc1ccc2nc3oc(C(=O)N4CC(C)CC(C)C4)cc3cc2c1 (configuration not stated)	-4	-31	38	-4	-7	7	-2.4	-14	-3	-2
COc1cccc(-c2nc(=S)c3c(n2CCCO)CCCC3)c1	5	-5	-5	7	13	-13	-1.7	12	-4	3
CCOc1ccc(C(=O)Nc2ccc(N3CCN(C)CC3)cc2)cc1[N+](=O)[O-]	7	-13	4	-14	48	-48	-1.1	-10	nt	3
S=C(Nc1ccc2c(c1)OCCO2)Nc1ccccc1Cl	3	-16	20	-7	-10	10	-3.3	8	-2	-5
CN(C)C(=O)C1C2NC(=S)N(c3ccccc3)C1(C)Oc1ccccc12 (configuration not stated)	3	0	-4	-25	-3	3	0.2	nt	0	-1

Some of these compounds in order of length of the SMILES, low to high.
SMILES	NSD2 inh	dFosB act	MITF act	PvdQ inh	SR-BI HDL uptake	SR-BI uptake up	CAL PDZ FP-1	PfHsp90 yeast 2	CAL PDZ FP-2	Rtt109 Vps75
Cc1csc(/N=C/c2ccc([N+](=O)[O-])cc2)n1	1	-11	-19	-11	-48	48	-0.5	16	-1	2
Cc1ccc(S(=O)(=O)N2CCOCC2)c(C)c1NS(C)(=O)=O	-1	-10	0	-17	-17	17	-0.7	5	-5	7
CCOc1ccc(C(=O)Nc2ccc(N3CCN(C)CC3)cc2)cc1[N+](=O)[O-]	7	-13	4	-14	48	-48	-1.1	-10	nt	3

(listing goes on)
SMILES	NSD2 inh	dFosB act	MITF act	PvdQ inh	SR-BI HDL uptake	SR-BI uptake up	CAL PDZ FP-1	PfHsp90 yeast 2	CAL PDZ FP-2	Rtt109 Vps75
Cc1sc2c(c1C)C(O)=C(C(=O)Nc1ccccc1)S(=O)(=O)N2C	3	-1	-14	-6	2	-2	0.2	28	-4	3
CCOc1ccc(NC(=O)CCS(=O)(=O)c2ccc(Br)cc2)cc1	0	7	-1	-14	-6	6	0.9	0	4	3
CC1(c2cccc(Br)c2)NC(=O)N(CC(=O)c2ccc3c(c2)OCCO3)C1=O (configuration not stated)	0	-8	nt	-5	1	-1	-0.4	-4	10	10
Cc1ccc(S(=O)(=O)N2CCN(C(=O)CCC(=O)NC3CCCc4ccccc43)CC2)cc1 (configuration not stated)	1	3	-6	-3	16	-16	-1.1	-15	1	0
Cc1cccc(NC(=S)NCc2ccccn2)c1	1	-3	5	-7	-2	2	-0.6	-1	-4	-3
C=CCn1c(CSc2nc3ccccc3s2)nnc1SCC(=O)NCc1cccnc1	-1	-1	nt	-12	25	-25	-1.9	15	-6	-10
C=CCn1c(SCC(=O)c2[nH]c(C)c(C(=O)OCC)c2C)nc2scc(-c3ccccc3)c2c1=O	-1	2	-32	19	14	-14	-1.0	-19	1	-13
CCc1ccc(CNC(=O)CCS(=O)(=O)Cc2ccc(C)cc2)cc1	-2	-8	-10	8	-17	17	-2.1	-7	0	14
Cc1cc(C(=O)N(C2CCCCC2)C2CCCCC2)no1	-2	-14	-7	9	-1	1	nt	nt	-3	3
Cc1cccc(C(=O)NCC(=O)NNC(=O)c2ccccc2O)c1	2	-4	-6	-11	0	0	0.4	3	6	-4
Cc1ccc(CN2CC(=O)N3[C@H]4c5ccccc5OC[C@@H]4[C@H](c4ccccc4)[C@]3(C)C2=O)cc1	nt	7	8	1	12	-12	-0.7	nt	-6	11
CCOc1ccc(S(=O)(=O)N2CCCCC2)cc1NC(=O)c1cccnc1OCC	-2	-6	-29	-11	7	-7	-2.4	-13	21	-10
Cc1ccccc1CNC(=O)CC1C(=O)NCCN1Cc1c(F)cccc1Cl (configuration not stated)	1	-3	-15	-2	2	-2	-0.6	19	-2	5
COc1ccccc1C(O)(C(=O)NNc1ccccc1C)c1ccccc1OC	-1	-1	1	1	-12	12	-3.1	1	-3	23
CS(=O)(=O)N(Cc1ccccc1Cl)c1ccc(C(=O)N2CCCC2)cc1	0	-5	-14	11	35	-35	1.1	-30	nt	1
O=C(CCCn1c(=O)[nH]c2ccsc2c1=O)N1CCN(c2ccccn2)CC1	-5	1	nt	-14	-3	3	nt	nt	-14	-3
CC(C)C(=O)NC(=S)Nc1nnn(C)n1	-3	-1	-11	6	-28	28	-0.6	9	0	3
O=C(CSc1nc2ccccc2c(=O)n1CCCO)Nc1ccc2c(c1)OCCO2	1	-4	7	9	5	-5	-0.7	-26	-12	-8
CCN(CC)C(=O)C(=O)Nc1cc(C(F)(F)F)ccc1Cl	0	-5	1	0	-17	17	-1.9	-6	0	4
COc1cc(C(O)C(=O)O)ccc1O (configuration not stated)	nt	-1	15	-8	13	-13	0.3	-5	0	4
CCOc1cc(C=NNC(=O)c2cccc(S(=O)(=O)N3CCCC3)c2)ccc1O	1	-13	-5	-5	54	-54	-1.7	-3	nt	-5
CCOc1ccc(Oc2ccccc2NC(=O)CSCC(=O)Nc2cc(C)on2)cc1	0	-3	-12	-14	-22	22	-1.5	nt	-2	-4
Cc1ccsc1C(=O)OCC(=O)Nc1cccc(S(=O)(=O)N2CCOCC2)c1	-1	-1	11	-1	4	-4	-1.9	8	-3	13
O=C(OCc1ccc(Cl)c(Cl)c1)c1ccccn1	0	-10	6	?	-18	18	-1.8	6	-9	19
N#Cc1cc2cc3c(cc2nc1SCC(=O)OC1CCCCC1)OCO3	-3	-6	13	5	46	-46	-1.2	-17	1	1
COc1ccc(-c2[nH]nc3c2C(c2ccoc2)C(C#N)=C(N)O3)cc1 (configuration not stated)	1	2	-12	2	3	-3	-1.9	2	-2	-5
C[C@@H]1[C@H](c2ccccc2)Oc2ccc(Cl)cc2S(=O)(=O)N1CC1CCCN1C(=O)OC(C)(C)C (some centres not stated)	nt	-4	10	-6	-17	17	0.0	2	0	8
O=C(Nc1ccccc1)O/N=C1\CCCCC1c1ccc([N+](=O)[O-])cc1[N+](=O)[O-] (configuration not stated)	-2	6	-7	-17	29	-29	0.5	-9	-3	-1
O=c1cc(CSc2nnnn2-c2ccccc2)nc2scc(-c3ccccc3)n12	0	-8	1	-5	-1	1	-2.6	7	1	-3
Cc1ccc(S(=O)(=O)N(C)CC(=O)NCc2ccncc2)cc1	-1	-3	nt	-15	-4	4	-0.8	-19	1	0

Five compounds from above, limited to CAL PDZ FP-1:
Compound	CAL PDZ FP-1
Cc1ccsc1C(=O)OCC(=O)Nc1cccc(S(=O)(=O)N2CCOCC2)c1	-1.9
O=C(OCc1ccc(Cl)c(Cl)c1)c1ccccn1	-1.8
N#Cc1cc2cc3c(cc2nc1SCC(=O)OC1CCCCC1)OCO3	-1.2
COc1ccc(-c2[nH]nc3c2C(c2ccoc2)C(C#N)=C(N)O3)cc1 (configuration not stated)	-1.9
C[C@@H]1[C@H](c2ccccc2)Oc2ccc(Cl)cc2S(=O)(=O)N1CC1CCCN1C(=O)OC(C)(C)C (some centres not stated)	0.0

PfHsp90 yeast 2, entries above that show a hit
SMILES	NSD2 inh	dFosB act	MITF act	PvdQ inh	SR-BI HDL uptake	SR-BI uptake up	CAL PDZ FP-1	PfHsp90 yeast 2	CAL PDZ FP-2	Rtt109 Vps75
S=C1SCN(Cc2cccnc2)CN1Cc1cccnc1	-2	-1	nt	-16	-15	15	-0.5	85*	-5	-14
